VHR inh abs – DUSP3 (human) phosphatase inhibition. 0.52% of 290,000 active. recombinant VHR phosphatase, pNPP absorbance. inhibition, % at 13.3 µM. P51452; in the data active = inhibition above about 50%; also: some compounds called inactive have numbers as strong as hits
SARS 3CLpro inh – SARS-CoV 3CLpro protease inhibition. P0C6X7. inhibition, % at 6 µM. 0.14% of 290,000 active. recombinant SARS-CoV 3CLpro, quenched FRET peptide cleavage; in the data active = inhibition above about 12%
GDH-TPI counter – counter-screen for M. tuberculosis FBA inhibitors: GDH-TPI coupled enzymes | 1.2% of 360,000 active | GDH-TPI coupled enzyme counterscreen, NADH absorbance | inhibition, % at 4.8 µM | AID 588335; in the data active = inhibition above about 30%;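 also: 0% = DMSO wells and 100% = wells lacking the enzyme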
Rv3671c inh – Rv3671c (M. tuberculosis) protease inhibition; 0.048% of 320,000 active; inhibition, % at 5.96 µM; in the data active = inhibition above about 38%;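 also: extracellular domain of Rv3671c used as enzyme; 0% = enzyme with DMSO and 100% = no enzyme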
Target sequence (P9WHR9 whole entry, looked up, the tested form may be a part): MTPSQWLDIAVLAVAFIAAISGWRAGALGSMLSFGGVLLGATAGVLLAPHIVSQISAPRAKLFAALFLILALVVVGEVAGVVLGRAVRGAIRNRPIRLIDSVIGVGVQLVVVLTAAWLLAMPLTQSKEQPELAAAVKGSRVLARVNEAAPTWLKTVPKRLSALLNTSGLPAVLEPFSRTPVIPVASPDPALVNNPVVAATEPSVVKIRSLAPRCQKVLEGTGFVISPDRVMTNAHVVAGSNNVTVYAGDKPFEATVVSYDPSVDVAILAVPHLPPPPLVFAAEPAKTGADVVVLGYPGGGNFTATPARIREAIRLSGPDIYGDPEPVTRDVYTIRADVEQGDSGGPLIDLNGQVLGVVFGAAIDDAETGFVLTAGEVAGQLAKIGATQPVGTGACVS
Mtb FBA inh – inhibitors of M. tuberculosis fructose-bisphosphate aldolase | P9WQA3 | purified M. tuberculosis FBA, fluorescence read-out | inhibition, % at 1 µM | 2.3% of 360,000 active | AID 588726; in the data active = inhibition above about 27%;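 also: 0% = vehicle and 100% = reference inhibitor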
Mtb UGM inh – inhibitors of M. tuberculosis UDP-galactopyranose mutase. P9WIQ1. purified UGM, fluorescence polarization probe displacement. inhibition, % at 10 µM. 0.06% of 320,000 active. AID 504406; in the data active = inhibition above about 10%, passing the limit was not always enough
Target sequence (P9WIQ1 whole entry, looked up): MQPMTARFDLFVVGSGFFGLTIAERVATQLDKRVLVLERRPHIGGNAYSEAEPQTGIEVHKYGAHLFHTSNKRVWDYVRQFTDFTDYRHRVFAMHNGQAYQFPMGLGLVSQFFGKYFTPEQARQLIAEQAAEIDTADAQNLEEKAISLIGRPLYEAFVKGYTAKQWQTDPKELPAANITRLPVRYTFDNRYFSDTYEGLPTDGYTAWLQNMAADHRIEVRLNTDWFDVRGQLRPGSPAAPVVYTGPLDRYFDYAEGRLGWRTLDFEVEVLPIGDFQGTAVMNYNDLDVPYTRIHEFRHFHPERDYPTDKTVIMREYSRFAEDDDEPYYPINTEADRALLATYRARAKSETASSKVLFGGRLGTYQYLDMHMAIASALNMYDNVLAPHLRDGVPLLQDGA
Mtb BioA inh – BioA (M. tuberculosis) enzyme inhibition | purified M. tuberculosis BioA enzyme, plate reader | inhibition, % at 9.99 µM | 0.096% of 360,000 active; in the data active = inhibition above about 40%
SSB-PriA inh – K. pneumoniae PriA-SSBct interaction inhibition; 0.6% of 430,000 active; AID 1272365; inhibition, % at 33 µM; AlphaScreen SSBct-PriA binding, biotinylated peptide; in the data active = inhibition mostly above about 37%, no sharp cut-off; inactive = mostly below about 20%;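 also: plate controls were negative control peptide for no effect and reference peptide for full effect; strong numbers were not always called active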
BH1578 lux ind – induces V. cholerae light production without autoinducers; V. cholerae BH1578 lux reporter, luminescence, 6 h; activation, % at 18.7 µM; 0.16% of 350,000 active; AID 588436; in the data active = activation mostly above about 9.7%, no sharp cut-off; also: not every result past the cut was called active; inactives centre near 0; reference of the scale not given here
MazEF act – increases E. coli MazEF RNase cleavage of RNA. FAM/BHQ RNA-DNA oligo cleavage fluorescence, 5 h. 0.32% of 350,000 active. activation, % at 20 µM; in the data active = activation above about 50%
Target sequence (P0AE70 whole entry, looked up): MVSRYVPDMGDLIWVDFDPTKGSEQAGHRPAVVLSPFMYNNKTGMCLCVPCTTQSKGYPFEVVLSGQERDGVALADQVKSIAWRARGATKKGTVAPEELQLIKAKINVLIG
Numbers without * were called inactive; i = inactive; . = no result given; & = joins results of further samples. Only part of the results is shown; count on the stated rates, not on these rows.

SMILES	VHR inh abs	SARS 3CLpro inh	GDH-TPI counter	Rv3671c inh	Mtb FBA inh	Mtb UGM inh	Mtb BioA inh	SSB-PriA inh	BH1578 lux ind	MazEF act
c1ccc(Oc2ccc(-c3ccnc4nc(N5CCOCC5)nn34)cc2)cc1	26.4	0.1	16.7	-10.7	41.7*	2.3	1.6	-22.1	-0.2	-16.5
OCCN(CCCn1c(C(F)(F)F)nc2ccccc21)c1nc(CN2CCCCC2)cs1	5.5	1.3	-4.1	2.5	-1.5	1.2	-4.0	-13.4	-0.7	3.9
NC(=O)C1CCN(C(=O)c2cc(-c3ccc(Cl)cc3)nc3ccccc23)CC1	.	.	17.8	1.7	0.2	1.2	2.2	3.7	i	2.1
Cc1csc(NC(=O)CSc2nnc(-c3cccnc3)o2)n1	1.2	0.8	7.5	2.5	1.2	-0.4	0.9	6.0&-11.5	i	6.4
CCC1C(=O)N=C(SCC(=O)Nc2ccc(C(=O)OC)cc2)NC1=O (configuration not stated)	13.0	0.2	8.7	2.8	2.3	2.8	-2.2	-1.9	-0.2	-2.8
Cc1ccc(Sc2c(C#N)c(-c3ccccc3)nn2C)cc1	2.6	-3.3	-7.4	-3.0	-2.5	0.0	-1.0	-15.7	i	1.6
Cc1ccc(N(O)C(=O)NCCCCNC(=O)N(O)c2ccc(C)cc2)cc1	8.8	4.7	-1.5	6.9	-4.3	-0.2	-2.6	7.4	-0.6	2.2
COC(=O)c1sc(NC(=O)/C=C/c2ccc(C)o2)nc1C	-3.8	-2.8	16.4	-16.9	4.2	3.4	.	0.2	-0.3	7.6
CN1C(=O)c2ccc(C(=O)NCc3ccccc3)cc2C1=O	12.7	2.3	-3.3	5.1	-3.8	-0.8	-1.2	-5.5	-5.0	9.3
Cn1ccc(C(=O)OCC(=O)Nc2ccccc2Cl)n1	29.8	-2.0	-5.4	.	3.2	.	-0.5	-5.6	0.9	-31.4
CCOC(=O)c1cn2nc(Oc3ccc(OC)cc3)ccc2n1	-0.1	1.5	-2.6	-2.7	-1.2	1.1	.	-2.7	-1.2	2.9
COc1ccc(OCCOc2cccc(C=C3C(=O)NC(=O)NC3=O)c2)cc1	3.5	-4.1	.	-4.3	.	-1.2	.	.	.	.
COc1ccc(-c2nc(NC(=O)c3n[nH]c(=O)c4ccccc34)sc2C)cc1	-0.1	-2.9	5.7	3.5	-3.4	-1.7	.	10.4	-0.4	-5.3
O=C1C2C3C=CC(CC3)C2C(=O)N1/N=C/c1ccc(O)c(O)c1 (configuration not stated)	8.4	5.9	0.4	8.0	0.5	1.2	-1.8	.	-0.2	-1.3
Cc1cccc(NC(=O)NC2CCCCCCC2)c1	22.6	1.1	-2.1	.	0.1	-0.3	-1.2	-3.8	i	-0.6
CN(C)CCCn1c(SCC(=O)Nc2sc3c(c2C#N)CCCC3)nnc1-c1ccncc1	30.3	-8.5	20.8	15.6	2.6	2.0	-0.8	13.3	i	4.0
COC(=O)CNC(=O)C(CCSC)NC(C)=O (configuration not stated)	17.7	2.3	-0.3	-4.4	-0.9	0.4	.	-2.9	i	6.9
Cc1ccc(OCC(O)CN2CCOCC2)cc1C (configuration not stated)	-11.6	3.2	0.8	1.4	1.2	3.7	-0.8	-11.2	-0.3	6.8
CCOC(=O)CSc1nnc(-c2ccccc2)c(-c2ccccc2)n1	20.7	0.1	8.8	.	-0.2	-0.8	0.0	-12.3	i	-2.3
Cn1cc(C(F)(F)F)nc1-c1ccc(OCC(O)CNCCOc2ccc(O)c(C(N)=O)c2)cc1 (configuration not stated)	14.2	.	7.8	5.0	16.9	4.8	1.2	-1.8	-0.3	-4.4
CCN(CC)C(=O)c1ccc(NC(=O)c2cccc(S(=O)(=O)N3CCN(Cc4ccccc4)CC3)c2)cc1	.	.	10.7	-8.4	1.7	-2.6	.	-0.8	-7.1	-9.6
CCCCCOc1ccc(C(=O)Nc2ccc(N3CCOCC3)cc2N2CCOCC2)cc1	.	.	2.1	-3.1	-1.9	-1.8	0.6	-5.4	i	8.8
OCC1(CC2CCCCO2)CCN(Cc2ccccc2-c2ccco2)CC1 (configuration not stated)	26.4	-0.6	4.8	-1.1	2.8	0.6	.	-7.1	-0.6	-14.2
Cc1ccc2nc(Cc3ccc(N)cc3)[nH]c2c1	38.4	4.3	9.3	3.1	1.0	1.0	-1.3	-1.8	i	2.1
Cc1cc(-c2ccc(C)c(S(=O)(=O)NCc3cccc(Br)c3)c2)on1	-12.2	5.7	4.2	-12.3	2.7	0.7	0.9	-36.3	-0.3	2.5
N#Cc1ccc(OCC(=O)OCCCOC(=O)COc2ccc(C#N)cc2)cc1	3.6	5.1	-6.2	-9.6	-1.2	3.0	0.6	-24.2	-0.2	-1.9
CCOc1ccc(/C=N/NC(=O)c2cc3c(OC)cccc3[nH]2)cc1	16.1	-3.8	21.3	-11.3	5.2	1.2	1.3	i	i	1.5
CC12CC3(C)CC(C)(C1)CC(C(=O)NC(=S)N1CCOCC1)(C2)C3	4.9	-0.3	6.1	0.1	-1.2	0.6	.	-0.1	i	-3.8
O=C(NNC(=S)NCc1ccccc1)c1ccccc1OC(F)F	5.0	-2.4	4.7	-1.9	-2.0	0.2	.	7.5	-0.3	-7.5
CC(C)c1cc(CNC(=O)C2CCC(=O)N(Cc3ccccc3F)C2)on1 (configuration not stated)	-4.0	-1.0	1.4	-15.7	1.6	-0.7	0.6	-10.2	i	1.4

A run of entries taken from the entries so far:
SMILES	VHR inh abs	SARS 3CLpro inh	GDH-TPI counter	Rv3671c inh	Mtb FBA inh	Mtb UGM inh	Mtb BioA inh	SSB-PriA inh	BH1578 lux ind	MazEF act
N#Cc1ccc(OCC(=O)OCCCOC(=O)COc2ccc(C#N)cc2)cc1	3.6	5.1	-6.2	-9.6	-1.2	3.0	0.6	-24.2	-0.2	-1.9
CCOc1ccc(/C=N/NC(=O)c2cc3c(OC)cccc3[nH]2)cc1	16.1	-3.8	21.3	-11.3	5.2	1.2	1.3	i	i	1.5
CC12CC3(C)CC(C)(C1)CC(C(=O)NC(=S)N1CCOCC1)(C2)C3	4.9	-0.3	6.1	0.1	-1.2	0.6	.	-0.1	i	-3.8
O=C(NNC(=S)NCc1ccccc1)c1ccccc1OC(F)F	5.0	-2.4	4.7	-1.9	-2.0	0.2	.	7.5	-0.3	-7.5

(listing goes on)
SMILES	VHR inh abs	SARS 3CLpro inh	GDH-TPI counter	Rv3671c inh	Mtb FBA inh	Mtb UGM inh	Mtb BioA inh	SSB-PriA inh	BH1578 lux ind	MazEF act
CC1(C)CC(NC(=O)c2cc(S(=O)(=O)N3CCOCC3)ccc2Cl)CC(C)(C)N1	.	.	-3.8	-6.8	1.9	0.4	-0.5	3.9	0.3	-2.8
Cc1ccc(NC(=O)N2CCc3ccccc3C2)cc1	-12.9	-1.0	2.0	5.7	-0.1	-0.4	1.4	-22.4	-8.4	-3.3
Cc1nnc2ccc(-c3ccc(NS(C)(=O)=O)cc3)nn12	5.6	0.8	18.3	-4.9	-4.1	2.2	-0.4	-3.0	-0.3	4.2
Cc1ccc(S(=O)(=O)N2CCOCC2)cc1C(=O)Nc1ccc(C(N)=O)cc1	7.7	0.9	1.3	0.9	-1.0	-2.7	.	-12.4	-0.4	2.6
COc1cccc(NC(=O)CSc2cccc[n+]2[O-])c1	.	.	3.0	-6.3	-0.7	-3.3	-4.2	1.1	-1.1	0.4
O=C(COc1ccc(Cl)c2cccnc12)N1CCOCC1	.	.	5.6	3.5	5.3	-2.3	-0.8	2.6	2.8	0.9
CCCCN(CC)S(=O)(=O)c1c(C)[nH]c(=O)[nH]c1=O	22.3	1.6	-9.9	11.1	-3.8	-3.0	-1.5	-2.1	i	-2.7
C[C@H](N)c1nnc(SCC(N)=O)o1	8.4	-2.4	4.1	1.5	2.4	-2.2	.	-2.9	-0.5	-1.2
N=C1C(c2nc3ccccc3s2)=C(O)CN1NC(=O)c1ccc([N+](=O)[O-])cc1	-6.4	3.0	17.4	.	-8.8	.	.	-1.4	-0.3	0.7
CCN(CC)c1ccc(NC(=O)CN2CCN(c3ccccc3F)CC2)cc1	13.7	3.7	-3.9	-0.6	3.4	0.8	1.4	6.6	i	-2.6
Cc1cc(NC(=O)CSc2nnc(CNC(=O)c3c(F)cccc3F)o2)no1	52.8*	5.9	0.0	2.2	-1.5	-1.2	-0.9	10.1	i	-1.9
CCOc1ccc(S(=O)(=O)N2CCC(C(=O)NCCc3ccc(S(N)(=O)=O)cc3)CC2)cc1	1.6	-4.1	8.3	-3.7	-1.5	1.2	0.1	-12.1	1.4	8.5
COC(=O)C1(C)NC(c2ccc(C)cc2)C2C(=O)N(c3ccc(F)cc3)C(=O)C21 (configuration not stated)	6.4	1.1	6.9	-0.6	5.2	1.3	-6.7	-15.3	i	-14.3
CCCCn1nnnc1NCc1cccc(OC)c1OC	25.2	-1.4	-1.2	-1.7	-1.6	-2.5	0.1	-1.6	4.2	-3.2
O=C(c1cc(COc2ccc(F)cc2Cl)on1)N(Cc1ccncc1)CC1CCCO1 (configuration not stated)	17.5	-1.1	8.1	1.3	-0.3	-0.2	.	-11.8	1.1	3.9

Results in SSB-PriA inh, SARS 3CLpro inh and BH1578 lux ind, for 4 of the compounds above:
| Compound | SSB-PriA inh | SARS 3CLpro inh | BH1578 lux ind |
| --- | --- | --- | --- |
| CCCCN(CC)S(=O)(=O)c1c(C)[nH]c(=O)[nH]c1=O | -2.1 | 1.6 | i |
| CCN(CC)c1ccc(NC(=O)CN2CCN(c3ccccc3F)CC2)cc1 | 6.6 | 3.7 | i |
| O=C(c1cc(COc2ccc(F)cc2Cl)on1)N(Cc1ccncc1)CC1CCCO1 (configuration not stated) | -11.8 | -1.1 | 1.1 |
| Cc1cc(NC(=O)CSc2nnc(CNC(=O)c3c(F)cccc3F)o2)no1 | 10.1 | 5.9 | i |

(continued)
SMILES	VHR inh abs	SARS 3CLpro inh	GDH-TPI counter	Rv3671c inh	Mtb FBA inh	Mtb UGM inh	Mtb BioA inh	SSB-PriA inh	BH1578 lux ind	MazEF act
COc1ccc(NC(=O)CSc2nnc(-c3ccccc3)n2N)cc1	22.0	2.7	3.7	-5.5	0.9	-0.2	-5.0	-6.6	-0.3	-7.2
O=C(Nc1ccc(N2CCOCC2)cc1)Nc1ccc2nsnc2c1	12.9	-2.8	-3.7	5.3	-0.9	-0.7	.	1.0	i	-10.6
O=C(CN1C(=O)NC2(CCCCC2)C1=O)N1CCN(C(=O)c2cccs2)CC1	.	.	-2.5	3.5	-1.8	1.7	1.0	-4.1	1.1	3.8
CCCCCCN1C[C@H](n2cc(C3CC3)nn2)[C@@H](O)C[C@@H]1c1ccc(C)cc1	.	.	0.5	.	-1.7	.	-1.8	.	-1.1	-9.6
CCn1ncc(C2=NOC(C(=O)NCc3ccc(OC)cc3)C2)c1C (configuration not stated)	15.4	2.2	2.1	6.3	-2.7	-3.1	0.8	-8.2	2.8	5.3
CCOC(=O)C1(C)CCCN1C(=O)c1ccccc1OC (configuration not stated)	.	.	7.3	.	0.3	.	-0.9	.	-0.4	.
COc1cccc(OCc2cc(C(=O)N3C[C@H]4C[C@@H](C3)c3cccc(=O)n3C4)no2)c1	16.5	5.7	4.4	.	0.4	.	0.2	.	-0.2	4.4
CN(C(=O)CC(=O)Nc1ccc(Cl)c(Cl)c1)c1ccccc1	9.4	1.7	5.7	-8.8	1.3	2.5	.	-6.8	-0.8	-14.1
Cc1[nH]c(=O)[nH]c(=O)c1S(=O)(=O)N1CCCC(C(=O)NCc2ccco2)C1 (configuration not stated)	-29.4	0.5	2.5	-0.1	0.9	-0.1	-0.4	0.1	i	2.7
COc1ccc(-n2c(C)nn(CC3CC3)c2=O)cc1	16.9	-0.1	1.2	.	-1.2	.	.	0.7	1.6	6.9
COc1ccc(NC(=O)CN(C)S(=O)(=O)c2ccc(Cl)cc2)c([N+](=O)[O-])c1	10.5	2.2	12.8	5.8	0.2	1.9	-1.0	-13.2	-12.5	14.4

Bioassay records deposited in PubChem BioAssay by several laboratories.
